# NPY-Y1 antag = NPY-Y1 receptor antagonists, primary screen, cell-based. Neuropeptide Y receptor type 1 (Homo sapiens), P25929. HEK293-CNG Y1 cells, membrane potential fluorescence; NPY at EC95, then isoproterenol. inhibition, % at 3.6 µM. 200,000 compounds, 1% hits. AID 1040, 2008;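 active = inhibition above the campaign mean inhibition of all tested compounds plus 3 SD, cut at about 20% in these data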;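 note: 0% = DMSO wells given NPY plus isoproterenol and 100% = isoproterenol alone without NPY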
# Target sequence (P25929 whole entry, looked up): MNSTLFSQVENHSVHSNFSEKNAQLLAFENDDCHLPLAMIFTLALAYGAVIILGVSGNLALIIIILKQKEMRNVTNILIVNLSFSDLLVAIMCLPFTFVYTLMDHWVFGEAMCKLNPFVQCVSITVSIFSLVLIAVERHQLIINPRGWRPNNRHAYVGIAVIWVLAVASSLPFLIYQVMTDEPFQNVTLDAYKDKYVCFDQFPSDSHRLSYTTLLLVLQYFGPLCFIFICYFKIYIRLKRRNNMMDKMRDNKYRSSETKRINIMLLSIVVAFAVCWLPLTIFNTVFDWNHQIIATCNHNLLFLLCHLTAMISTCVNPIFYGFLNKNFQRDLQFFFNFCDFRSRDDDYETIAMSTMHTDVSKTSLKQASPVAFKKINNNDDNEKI
#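 Test system: HEK293 cells co-expressing NPY Y1 receptor and cyclic-nucleotide gated channel; Also added: NPY (25 nM), isoproterenol (1 µM), Ro 20-1724 (25 µM); Compound dosing: one concentration, 3.6 µM, in 0.4% DMSO; Timing: dye 3 h, compound 60 min room temperature, stimulation 45 min; Technique: Membrane-potential fluorescent dye readout.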
# RBBP9 inh = human RBBP9 inhibitors, primary screen, biochemical, fluorescence polarization, FP-Rh probe, HTS. Serine hydrolase RBBP9 (Homo sapiens), O75884. recombinant RBBP9. inhibition, % at 7.94 µM. 220,000 compounds, 0.2% hits. AID 1515, 2009;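 active = inhibition above the campaign mean of all tested compounds plus 3 SD, cut at about 14% in these data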;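 note: plate controls were DMSO wells with RBBP9 for no effect and wells lacking RBBP9 protein for full effect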
# Target sequence (O75884 whole entry, looked up): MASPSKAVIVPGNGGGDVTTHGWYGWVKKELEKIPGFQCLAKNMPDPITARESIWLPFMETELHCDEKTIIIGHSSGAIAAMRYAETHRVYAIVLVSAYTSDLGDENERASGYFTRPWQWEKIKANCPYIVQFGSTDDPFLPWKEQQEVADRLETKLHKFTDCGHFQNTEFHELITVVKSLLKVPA
#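 Assay system: recombinant human RBBP9; Reagent: Serine-hydrolase probe FP-Rh, 375 nM pre-mixing; Doses: 7.94 µM single dose, 0.794% DMSO; Incubation: 30 min then 45 min, 25 °C; Detection: fluorescence polarization (mP), excitation 525 nm, emission 598 nm; Evaluation: percent inhibition from mP, scaled between DMSO and no-protein wells.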
# BaF3 tox = parental Ba/F3 cell viability inhibition, counter-screen for JAK2V617F inhibitor project, murine pro-B, CellTiter-Glo luminescence; CellTiter-Glo ATP luminescence; inhibition, % at 5.6 µM; 220,000 compounds, 1.1% hits; AID 1486, 2009;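 active = inhibition above a per-campaign cutoff, the mean inhibition of all tested compounds plus 3 SD, cut at about 27% in these data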;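 note: 0% = DMSO wells and 100% = JAK Inhibitor I control wells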
# Runt-CBFb FRET = inhibitors of RUNX1 Runt–CBFb binding, primary screen, biochemical, FRET, Cerulean-Runt, Venus-CBFb, uHTS; inhibition, % at 20 µM; 220,000 compounds, 0.46% hits; Runt-related transcription factor 1 (Homo sapiens) + Core-binding factor subunit beta …; Cerulean-Runt/Venus-CBFb FRET ratio 530/480, 1 h;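 active = inhibition over about 50% at 20 µM in the single-dose screen, limit read from the data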;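 note: 0% = DMSO wells and 100% = excess unlabeled CBFb competitor control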
#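 Assay system: Cerulean-Runt domain / Medium: Tris 50 mM pH 7.5, KCl, K2SO4, 0.01% BSA / Timing: protein complex preformed 1 h, compound exposure 1 h, room temperature, dark / Measured by: FRET, excitation 422 nm, emission at 530 and 480 nm / Evaluation: loss of energy transfer signal / Control set: 5 µM unlabeled CBFb as full-inhibition high control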
# NPY-Y2 PAM-ag = NPY-Y2 potentiators or agonists, primary screen, cell-based | Neuropeptide Y receptor type 2 (Homo sapiens), P49146 | cells expressing NPY-Y2, potentiator/agonist read-out | 220,000 compounds, 0.45% hits | AID 1359, 2008 | activation, % at 3.6 µM; in the data active = activation above about 27%;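 note: cells stimulated with NPY near EC25 plus isoproterenol at EC100; 0% = vehicle plus submaximal agonist and 100% = vehicle plus saturating agonist; some results beyond the cut were filed as inactive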
# NPY-Y1 PAM-ag = NPY-Y1 receptor potentiators or agonists, primary screen, cell-based | AID 1304, 2008 | NPY-Y1 expressing cells, potentiator/agonist activation | 220,000 compounds, 0.37% hits | activation, % at 3.6 µM; in the data active = activation above about 33%, passing the limit was not always enough;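 note: cells stimulated with NPY at EC10 then isoproterenol at EC100; 0% = low agonist plus stimulus and 100% = saturating agonist plus stimulus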
# Ba/F3 V617F tox = reduced viability of JAK2V617F-dependent Ba/F3 cells, primary screen, JAK2V617F inhibitor project, cell-based, Ba/F3 EpoR-JAK2V617F, luminescence; 220,000 compounds, 1.1% hits; inhibition, % at 5.6 µM; ATP luminescence;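 active = inhibition above the campaign mean plus 3 SD over all tested compounds, cut at about 24% in these data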;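 note: cytokine-independent growth of Ba/F3 cells driven by EpoR plus mutant JAK2; 0% = DMSO-treated cells and 100% = JAK inhibitor I control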
# S1P4 antagonist = S1P4 receptor antagonists, primary screen, cell-based | Sphingosine 1-phosphate receptor 4 (Homo sapiens), O95977 | S1P4-expressing cells, antagonist mode, reporter read-out | inhibition, % at 4.98 µM | 220,000 compounds, 0.26% hits; in the data active = inhibition above about 29%;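 note: 0% = wells stimulated with agonist and 100% = vehicle wells without agonist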
# Target sequence (O95977 whole entry, looked up): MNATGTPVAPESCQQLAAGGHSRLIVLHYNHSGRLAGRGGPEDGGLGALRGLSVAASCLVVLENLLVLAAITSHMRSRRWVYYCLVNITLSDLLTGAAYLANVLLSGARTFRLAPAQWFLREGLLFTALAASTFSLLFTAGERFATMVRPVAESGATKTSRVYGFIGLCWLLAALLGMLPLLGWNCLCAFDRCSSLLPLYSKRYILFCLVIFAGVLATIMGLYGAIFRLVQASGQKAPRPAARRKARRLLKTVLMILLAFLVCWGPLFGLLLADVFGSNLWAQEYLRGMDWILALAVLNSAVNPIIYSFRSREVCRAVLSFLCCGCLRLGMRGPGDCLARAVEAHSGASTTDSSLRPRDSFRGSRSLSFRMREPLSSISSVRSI
# S1P4 agonist = S1P4 receptor agonists, primary screen, cell-based; Sphingosine 1-phosphate receptor 4 (Homo sapiens), O95977; S1P4-expressing cell line, agonist reporter assay; activation, % at 4.98 µM; 220,000 compounds, 0.35% hits; AID 1509, 2009; in the data active = activation above about 11%;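 note: 0% = DMSO vehicle and 100% = reference agonist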
# The depositor's hits bear a star; / = not tested or not shown. Hits appear at their usual frequency; any-hit rate near 3.6%.
molecule,NPY-Y1 PAM-ag,BaF3 tox,S1P4 antagonist,RBBP9 inh,Runt-CBFb FRET,S1P4 agonist,Ba/F3 V617F tox,NPY-Y2 PAM-ag,NPY-Y1 antag
CN(Cc1cccs1)C(=O)COc1cccc(-n2cnnn2)c1,24,3,-22,-5,2,-2.2,-4,3,-2
CC1(C)CN2C(=S)N(c3ccccc3)C(c3ccccc3)N2C1 (centres undefined),-12,10,1,2,3,3.9,-1,-15,10
CCOc1ccc2c3c(c(=O)oc2c1OCC)CCCC3,20,5,-40,-8,-3,-2.9,5,-7,4
COc1cccc(NC(=O)CCN2C(=O)c3ccccc3S2(=O)=O)c1,-9,3,2,-6,3,-1.6,-1,-1,3
CC(NC(=O)CSc1nnc(-c2cccnc2)n1N)c1ccccc1 (centres undefined),-7,13,-12,2,2,-0.9,3,-11,2
O=C(COc1cc(O)c2c(=O)cc(-c3ccccc3)oc2c1)c1ccc(F)cc1,10,6,-13,-3,-4,-1.6,-1,1,-1
Oc1ccc2ccccc2c1C=NCc1ccccc1,32,3,16,-6,119*,0.1,-2,10,/
O=C(CSc1ncnc2scc(-c3ccccc3)c12)N1CCN(Cc2ccc3c(c2)OCO3)CC1,-9,5,-12,-8,-2,-0.8,2,-10,1
Cc1cc(=O)[nH]c2c1c(C)nn2C(C)(C)C,13,0,-9,-5,0,1.7,-6,-4,/
O=C(c1ccccc1)c1c[nH]c2cc3c(cc2c1=O)OCCO3,-7,-1,5,-10,-4,0.0,-4,6,-9
CN=C(Nc1ccc(C)c(C)c1)SC1CC(=O)N(c2ccc(OC)cc2)C1=O (centres undefined),16,-1,7,5,-1,-3.1,-1,25,-7
CCC(C(=O)O/N=C(\N)c1cccc(C)c1)c1ccccc1 (centres undefined),-3,8,6,-1,0,2.4,0,-13,0
CC(C)(C)c1nnc(NC(=O)C2CCN(c3ncccn3)CC2)s1,-4,12,-15,-9,-2,-3.6,6,-22,-1
COc1cccc(NC(=S)NNC(=O)Cn2nc(C(F)(F)F)cc2C)c1,15,5,-12,-2,6,-0.6,-2,10,-3
O=C(Cc1coc2ccc3ccccc3c12)NCc1ccccc1,-3,5,-5,-6,1,-2.5,0,0,2
CCCOC(=O)Nc1ccc(N2CCCCC2)cc1,14,4,-12,4,12,-0.1,-5,6,1
CN(C1CCCCC1)S(=O)(=O)c1ccc(NC(=S)NC(=O)c2cccs2)cc1,-1,-1,-38,-18,4,0.4,-1,-10,1
O=C1CN(C(=O)OCc2ccccc2)c2ccccc2N1,-4,3,12,-11,1,3.8,1,-23,5
Cc1ccc(C(=O)Nc2ccc(N3CCN(C)CC3)nc2)cc1,16,8,-2,1,-1,2.6,-1,-5,5
O=C(Nc1cc(S(=O)(=O)N2CCOCC2)ccc1O)c1ccc(NS(=O)(=O)c2ccc(Cl)s2)cc1,-24,3,-17,-12,1,1.4,-3,8,6
Nc1nnc(SCC(=O)OCC(=O)c2ccccc2Br)s1,17,5,-3,1,5,0.8,-3,13,0
C=CC12C=CC=CN1C(C(=O)OC)=C(C(=O)OC)C(C(=O)OC)=C2C(=O)OC (centres undefined),17,3,-12,-10,-3,-0.9,0,3,-1
C=CCn1c(O)c(N=NC(=S)Nc2ccccc2F)c2cc(S(=O)(=O)N3CCOCC3)ccc21,11,18,-23,0,0,-1.8,11,11,-2
CCc1cccc(N=c2c([N+](=O)[O-])nn(-c3ccc(Cl)cc3)n2O)c1,0,10,-3,-3,-1,0.0,0,-13,6
COCCOC(=O)c1[nH]c2c(c1C)C(=O)C(C(=O)OC)C(C)C2 (centres undefined),-2,1,5,0,0,0.3,1,-6,-2
Cc1nnc(NC(=O)CCC(=O)N2CCN(CCOc3cccc4ccccc34)CC2)s1,5,-6,-5,-4,-2,2.3,-2,1,/
O=C(c1ccc([N+](=O)[O-])cc1)N1CCN(C(=O)c2ccco2)CC1,18,-1,-6,-3,3,1.2,-4,1,1
COc1ccc(N2C(=O)CC(SCc3ccc(Cl)cc3)C2=O)cc1 (centres undefined),-11,-1,-3,-6,1,-1.0,-2,9,/
O=C(CCCN1C(=O)c2ccccc2C1=O)Nc1ccc2c(c1)OCCO2,-3,6,-14,5,1,1.3,1,1,4
FCCCOc1ccc(-c2ccnc(-c3ccccc3)n2)cc1,-28,3,7,-5,-3,-3.1,-2,-36,5
NC(=O)CN1CCN(c2nc(-c3ccc(F)cc3)cs2)CC1,-6,4,-20,-5,1,-1.5,-5,-5,-1
Cc1cc(C)nc(/N=C(/NC(=O)Nc2ccc(Cl)c(Cl)c2)Nc2ccccc2)n1,3,1,-9,-1,1,0.5,-3,7,6
Fc1ccccc1CSc1nncn1NCc1cccs1,10,0,5,2,-1,1.0,-5,5,-2
COc1ccccc1NC(=O)C1=C(C)NC2=C(C(=O)CCC2)C1c1ccc(C)o1 (centres undefined),14,5,1,-8,-1,1.9,3,3,-5
O=C(COC(=O)c1ccc(Br)o1)Nc1ncc(Cl)cc1Cl,3,7,-1,-10,-1,-1.0,-1,3,-2
COc1ccc(CNC(=O)c2cnc3scc(C)n3c2=O)cc1,-7,7,5,-5,1,0.6,-1,-2,12
S=c1[nH]nc(-c2ccccn2)n1/N=C/c1ccccc1,12,4,5,-4,9,-1.5,-4,11,-1
CSc1ccc(C#N)cc1NC(=O)c1ccccc1C,-33,0,-4,-1,0,0.6,-3,-22,2
CN(CC(=O)NCc1ccco1)S(=O)(=O)c1ccc2c(c1)n(C)c(=O)c(=O)n2C,-10,11,-6,-3,0,-0.5,0,6,3
CN(Cc1c(F)cccc1Cl)C(=O)C1CC(=O)N(CCc2ccccc2)C1 (centres undefined),-14,8,10,-4,1,0.2,2,-9,2
C[C@@H](CN1C2=NC[C@H](C)N2C[C@H]1Cc1ccc(O)cc1)NC(=O)CCC1CCCCC1,-6,-1,0,4,0,-0.3,0,-11,-5
On1nnc2c3ccccc3c3ccccc3c21,-28,3,-7,-6,-1,0.1,-1,-25,8
CN(CC(=O)Nc1ccccc1Cl)C(=O)CSc1nc2ccccc2s1,-7,2,-15,-2,-1,-2.0,-1,-19,16
COCCNS(=O)(=O)c1ccc2c(c1)n(C)c(=O)n2C,-12,0,-3,-1,2,1.0,-3,4,-2
CCCCN(C(=O)CCC(=O)Nc1cc(C)on1)C(C(=O)NC(C)(C)C)c1cccc(OC)c1OC (centres undefined),-5,4,6,-8,-4,0.3,2,0,-3
COc1ccc(/C=C/C(=O)NCC2COc3ccccc3O2)c(OC)c1 (centres undefined),-30,8,16,-2,-1,-1.1,5,-22,8
Clc1ccc(-c2cc(COc3ccccc3)no2)cc1Cl,-9,5,-13,-8,/,-0.7,1,2,5
CCCCNC(=O)NNC(=O)COc1cccc(C)c1C,0,4,-10,-6,-3,0.5,1,5,3
CCN(CC)c1ccc(/C=N/NC(=O)c2cccc(N3CCCC3=O)c2)cc1,10,4,-22,-6,-3,2.3,3,-10,0
O=S(=O)(NCc1cc(-c2ccccc2)no1)c1ccccc1,-7,4,-2,-2,0,-0.3,1,3,1

# New compounds follow:
molecule,NPY-Y1 PAM-ag,BaF3 tox,S1P4 antagonist,RBBP9 inh,Runt-CBFb FRET,S1P4 agonist,Ba/F3 V617F tox,NPY-Y2 PAM-ag,NPY-Y1 antag
Cc1cc(NC(=O)CCNS(=O)(=O)c2cc(Br)cnc2N)ccc1Br,25,1,-5,-4,0,1.4,-4,16,-12
C/C(=N\N=C1\NC(=O)C(CC(=O)O)S1)c1ccccn1 (centres undefined),16,3,-4,-5,0,-0.5,-7,-4,/
COc1cccc(NC=C2C(=O)OC(C)(C)OC2=O)c1,2,9,-12,-3,1,0.0,0,12,2
COc1ccc(C(=O)ON=C2CCN(C)CC2)cc1,1,4,-3,0,-1,-1.3,-1,-9,-6
O=c1c2ccccc2cnn1Cc1n[nH]c(=S)n1C1CC2CCC1C2 (centres undefined),13,2,-15,-9,11,2.8,1,4,/
O=C(CSc1nnc(CNc2ccc(F)cc2)n1Cc1ccccc1)N1CCOCC1,21,2,-21,-3,-1,0.2,1,-6,3
CC(=O)c1ccc(Cc2ccccc2)cc1,17,1,-4,-2,0,-0.6,-1,7,-4
O=C(CCn1nc(-c2ccc(Cl)cc2)c2ccccc2c1=O)Nc1cccnc1,29,10,14,4,-3,0.0,-2,1,-9
CCCCCOC(=O)Cc1c(O)c2ccccc2[nH]c1=O,13,5,-14,1,0,-0.4,1,-13,1
O=C(Nc1ccc(Cl)cc1)c1cc(S(=O)(=O)N2CCOCC2)cs1,16,11,-3,-6,2,3.1,0,-8,0
O=C(/C=C/c1ccccc1[N+](=O)[O-])OC1CCCCC1=O (centres undefined),7,-1,-5,-13,1,0.9,2,7,-5
S=C(NCCc1ccccc1)NC1CCC(NC(=S)NCCc2ccccc2)CC1 (centres undefined),4,3,-4,2,-17,1.2,-2,6,-1
COC(=O)[C@@H](NC(=O)NC(C)CCc1ccccc1)C(C)C (some centres undefined),1,2,5,-9,-2,1.2,0,17,6
Cc1ccc(S(=O)(=O)N2CCOCC2)cc1NC(=O)COC(=O)CNC(=O)c1ccc(C(C)(C)C)cc1,-8,2,-24,1,-8,-0.6,-2,-3,5
Cc1ccc(-c2ccc(/C=N/NC(=S)Nc3ccccc3)o2)cc1[N+](=O)[O-],12,-1,-13,-6,6,-0.8,-1,11,-2
CC(C)(C)CC(=O)NC(=S)NCc1ccccc1,-3,5,-1,-1,-2,-0.4,2,-17,7
COc1ccc2[nH]c(=O)c(CNc3ccccc3C)cc2c1,7,-6,6,0,-24,-0.1,1,-1,/
CCOC(=O)c1ccc(NC(=O)CN2CCN(c3ccccc3)CC2)cc1,-6,2,2,0,-3,3.7,0,-14,8
